PhoP GFP inhibition = PhoP regulon inhibitors, Salmonella typhi PhoP promoter GFP reporter, confirmatory (AID 1850); 310,000 compounds, 0.33% hits; Salmonella Typhi PhoP-promoter GFP reporter, fluorescence, 4 h; higher % means a stronger effect; one-dose inhibition, % at 50 µM; IC50 in µM for titrated hits; in the data active = a potency from the dose series; inconclusive = inhibition mostly from about 25% at the one dose, without a potency; inactive = the rest, 99 in 100 with inhibition below about 19%;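 note: 0% = induced wells with vehicle and 100% = uninduced wells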
M. tuberculosis = growth inhibition of non-replicating M. tuberculosis (AID 488890) | Mycobacterium tuberculosis non-replicating, growth inhibition; higher % means a stronger effect | inhibition, % at 25 µM; hits with a dose series show IC50 in µM | 320,000 compounds, 0.39% hits; in the data active = a potency from the dose series; inconclusive = inhibition mostly from about 82% at the one dose, without a potency; inactive = the rest, 99 in 100 with inhibition below about 76%;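 note: plate controls were DMSO cells for no effect and high antibiotic wells for full effect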
influenza NS1A = H1N1 influenza NS1A inhibitors, functional cell based assay (AID 504329); NS1A functional cell-based assay, percent inhibition; higher % means a stronger effect; 340,000 compounds, 0.3% hits; one-dose inhibition, % at 12.5 µM; IC50 in µM for titrated hits; in the data active = a potency from the dose series; inconclusive = inhibition above about 27% without an active follow-up result; note: strong numbers were not always called active
H37Rv inhibition = M. tuberculosis growth inhibition, HTS (AID 449762); M. tuberculosis H37Rv growth inhibition, 7H9 media; higher % means a stronger effect; inhibition, % at 25 µM, or IC50 in µM where a hit was titrated; 330,000 compounds, 0.59% hits; in the data active = a potency from the dose series; inconclusive = inhibition above about 70% without an active follow-up result;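 note: bacterial growth assessed after seven days of incubation; strong numbers were not always called active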
inhibitors of VEEV = inhibitors of VEEV TC-83 cytopathic effect, confirmation, Vero cells (AID 588727); Vero cells, VEEV TC-83 cytopathic effect inhibition; higher % means a stronger effect; inhibition, % at 20 µM, or IC50 in µM where a hit was titrated; 350,000 compounds, 0.13% hits; in the data active = a potency from the dose series; inconclusive = inhibition mostly from about 14% at the one dose, without a potency; inactive = the rest, 99 in 100 with inhibition below about 12%; note: strong numbers were not always called active
inhibitors of VEEV 10K pilot screen = recorded beside inhibitors of VEEV, whose call it bears; inhibition, %; measured here: 10K pilot screen inhibition
Starred values were filed as active, the others as inactive; i = inactive; ? = inconclusive; / = no result given.

SMILES	PhoP GFP inhibition	M. tuberculosis	influenza NS1A	H37Rv inhibition	inhibitors of VEEV	others
NC(=S)NNc1c(F)c(F)c(F)c(F)c1F	-11%	79%	-6%	6%	1.0%
Cc1[nH]cnc1C(=O)N/N=C/c1ccc([N+](=O)[O-])s1	20µM*	?	5%	?	i
O=C(NCc1ccncc1)Nc1cc(Cl)ccc1Cl	-5%	21%	-3%	4%	i	inhibitors of VEEV 10K pilot screen=0.0
COc1ccc(C(=O)NC(=S)NNC(=O)CCc2ccccc2)cc1	33%	?	12%	?	25µM*
O=C(O)CNC(=O)CCn1nnc2ccccc2c1=O	-8%	-14%	-8%	-4%	i
CC[C@@H]1C(c2ccc(F)cc2)=NN(c2ccc(Br)cc2)[C@H]1C(=O)N1CCOC1=O	/	/	10%	/	3.5%
O=C(NNC(=O)c1ccccc1F)c1ccc(Cl)c(S(=O)(=O)N2CCOCC2)c1	/	10%	5%	4%	i
CCCc1noc2c1/C(=N\O)CC(c1ccccc1)C2 (centres undefined)	-1%	27%	-8%	2%	3.5%
CS(=O)(=O)Nc1ccc(-c2nnc3n2CCCCC3)cc1	-21%	-6%	-2%	-1%	i
CCN(CC)S(=O)(=O)c1ccc(OCC(=O)NC2CCS(=O)(=O)C2)c([N+](=O)[O-])c1 (centres undefined)	-13%	-2%	-5%	1%	1.4%
O=C1CCC(C(=O)OCc2nnc(-c3ccccc3)o2)=NN1	0%	1%	-6%	3%	1.1%
CCOC(=O)C1=NNC(C(=O)O)C1c1ccccc1 (centres undefined)	/	/	2%	/	0.8%
Oc1ccc(Br)cc1CN1CCCCCCC1	-6%	/	1%	-3%	1.3%
Cc1ccccc1-c1nc(CS(=O)CC(=O)NC2CCCC2)c(C)o1 (centres undefined)	-1%	5%	-5%	-2%	0.3%
COc1ccc(CNCc2ccc(C(F)(F)F)cc2)cc1OC	1%	1%	24%	6%	i
C=CCNC(=O)N1CCC(n2nccc2NC(=O)CCc2ccccc2)CC1	-1%	4%	-1%	-7%	0.6%
COc1cccc(NC(=O)CCC2CCN(C(=O)c3scnc3C)CC2)c1	-4%	-12%	-10%	-7%	1.4%
COC(=O)/C(=N\Nc1ccccc1)Sc1nnc(-c2ccc(OC)cc2)n1C	-10%	-12%	7%	5%	0.1%
N#CCc1c(C#N)c(N)nc(N2CCN(Cc3ccc4c(c3)OCO4)CC2)c1C#N	5%	65%	8%	12%	1.7%
O=C(NCc1cccnc1)C1CC(=O)N(CCc2ccccc2)C1 (centres undefined)	-1%	/	3%	3%	0.7%
CC(Oc1ccccc1)C(=O)NC1CCCCCCC1 (centres undefined)	-7%	56%	-9%	3%	1.7%
Cc1ccc(NC(=O)CCN2CCN(C)CC2)cc1	-6%	6%	-6%	-6%	0.6%
Cc1nnc(NC(=O)CSc2ccc(-c3cccnc3)nn2)s1	4%	-5%	-31%	-7%	1.7%
O=C(Nc1cccc(S(=O)(=O)N2CCCCC2)c1)c1ccc2ccccc2n1	-6%	23%	-3%	6%	7.8%

An excerpt from above in order of molar mass, lowest first.
SMILES	PhoP GFP inhibition	M. tuberculosis	influenza NS1A	H37Rv inhibition	inhibitors of VEEV	others
Cc1ccc(NC(=O)CCN2CCN(C)CC2)cc1	-6%	6%	-6%	-6%	0.6%
CC(Oc1ccccc1)C(=O)NC1CCCCCCC1 (centres undefined)	-7%	56%	-9%	3%	1.7%
Oc1ccc(Br)cc1CN1CCCCCCC1	-6%	/	1%	-3%	1.3%
O=C(NCc1cccnc1)C1CC(=O)N(CCc2ccccc2)C1 (centres undefined)	-1%	/	3%	3%	0.7%
Cc1ccccc1-c1nc(CS(=O)CC(=O)NC2CCCC2)c(C)o1 (centres undefined)	-1%	5%	-5%	-2%	0.3%
C=CCNC(=O)N1CCC(n2nccc2NC(=O)CCc2ccccc2)CC1	-1%	4%	-1%	-7%	0.6%
COC(=O)/C(=N\Nc1ccccc1)Sc1nnc(-c2ccc(OC)cc2)n1C	-10%	-12%	7%	5%	0.1%

6 consecutive records from above:
SMILES	PhoP GFP inhibition	M. tuberculosis	influenza NS1A	H37Rv inhibition	inhibitors of VEEV	others
C=CCNC(=O)N1CCC(n2nccc2NC(=O)CCc2ccccc2)CC1	-1%	4%	-1%	-7%	0.6%
COc1cccc(NC(=O)CCC2CCN(C(=O)c3scnc3C)CC2)c1	-4%	-12%	-10%	-7%	1.4%
COC(=O)/C(=N\Nc1ccccc1)Sc1nnc(-c2ccc(OC)cc2)n1C	-10%	-12%	7%	5%	0.1%
N#CCc1c(C#N)c(N)nc(N2CCN(Cc3ccc4c(c3)OCO4)CC2)c1C#N	5%	65%	8%	12%	1.7%
O=C(NCc1cccnc1)C1CC(=O)N(CCc2ccccc2)C1 (centres undefined)	-1%	/	3%	3%	0.7%
CC(Oc1ccccc1)C(=O)NC1CCCCCCC1 (centres undefined)	-7%	56%	-9%	3%	1.7%

(list continues)
SMILES	PhoP GFP inhibition	M. tuberculosis	influenza NS1A	H37Rv inhibition	inhibitors of VEEV	others
Fc1cccc(-n2c(-c3cccs3)nc3nc4ccccc4nc32)c1	-2%	10%	/	1%	/
CCOc1ccc(N(CC(=O)Nc2ccccc2F)S(=O)(=O)c2c(C)[nH]c(=O)[nH]c2=O)cc1	-31%	3%	1%	4%	2.0%
COc1ccc(S(=O)(=O)Nc2c(C)n(C)n(-c3ccccc3)c2=O)cc1Br	-2%	-19%	-20%	-7%	i
CCOc1ccc(NC(=O)N(CCN(C)C)C(C)c2ccncc2)cc1 (centres undefined)	12%	/	-1%	-12%	0.9%
CS(=O)(=O)c1ccc2nc(NC(NC(=O)c3ccco3)(C(F)(F)F)C(F)(F)F)sc2c1	11%	4%	20%	-10%	i
COCCC(=O)N1CCC(Oc2ccc(C(=O)NC3CCCCC3)cc2)CC1	-6%	-6%	4%	-5%	1.0%
COc1ccc(-c2nnnn2C)cc1S(=O)(=O)NCCc1ccccc1	7%	4%	-15%	-2%	i
CCN(CC)CCCNC(=O)c1cc2c(-c3cccc(OC)c3)nn(C)c2s1	9%	75%	-5%	4%	i
CCCOc1nc(N)c(C#N)c(-c2ccccc2F)c1C#N	/	/	-1%	/	1.7%
CCCCn1c(N)c(N(CC(C)C)C(=O)CC2OC(=O)c3ccccc32)c(=O)[nH]c1=O (centres undefined)	-7%	-3%	1%	-8%	1.5%
Cc1[nH]c2ccccc2c1CCO	-7%	26%	-21%	-2%	0.4%
ClCc1ncc(-c2ccc(Cl)cc2)o1	3%	36%	-3%	?	?
Cc1ccccc1S(=O)(=O)Nc1ncnc2ccccc12	7%	-7%	2%	-4%	0.5%
CC(=O)c1sc(NC(=O)CCS(=O)(=O)c2ccc(Cl)cc2)nc1C	1%	?	-6%	38%	8.3%
COc1cccc(CNC(=O)CN2c3cccc4cccc(c34)S2(=O)=O)c1	4%	7%	-13%	8%	1.9%
CC(=O)Nc1ccc(NC(=O)CCOc2cc(C)ccc2C)cc1	-13%	-11%	-6%	12%	0.4%
O=c1c(/C=N/N2CCOCC2)c(O)n(-c2ccccc2)c(=S)n1-c1ccccc1	-7%	4%	-17%	0%	1.0%
Cc1ccc(NC(=O)CNCc2cccs2)cc1Br	2%	29%	-10%	100µM*	0.2%
CCCC(C)C(=O)Nc1nnc(C)s1 (centres undefined)	-2%	-7%	5%	-3%	1.2%
COc1ccc(-c2csc(NCc3ccco3)n2)cc1	0%	37%	-5%	24%	6.5%
CCN(CC)CCNC(=O)C1CCN(S(=O)(=O)N2CCCCC2)CC1	-5%	-8%	4%	2%	0.4%
CCCCC(=O)N(CCOC)c1nnc(-c2ccc(OC)cc2)s1	-9%	/	-2%	2%	1.5%
Cc1ccc(OC(C)C(=O)N2CCN(c3ccccn3)CC2)cc1 (centres undefined)	/	/	-12%	/	i
O/N=C/c1ccc2ccccc2n1	1%	-4%	-8%	-3%	i
COc1ccc(C2=NN(C(=O)CSc3ncccn3)C(c3ccc(OC)cc3)C2)cc1 (centres undefined)	10%	24%	-3%	4%	3.8%
Cc1cc(=O)oc2cc(OCC(=O)NCC3CCC(C(=O)O)CC3)ccc12 (centres undefined)	7%	-9%	-6%	2%	0.5%
COC(=O)C1=C(c2cccc(OC)c2OC)C[C@@H]2CC[C@H]1N2C(=O)N1CCCCC1	-5%	-9%	1%	5%	0.6%
C=CCOc1ccc(CNc2nccs2)cc1OCC	0%	14%	-16%	-5%	i
CC1(C)CC(OC(=O)c2ccccc2)CC(C)(C)N1	-1%	-5%	6%	13%	i
C/C(=N/NC(=O)CNC(=O)COc1ccccc1)c1ccco1	-1%	-2%	4%	-13%	4.1%
C[C@]12CC[C@H](O)C[C@H]1CC[C@@H]1[C@@H]2CC[C@]2(C)C(=O)CC[C@@H]12	/	8%	-8%	-5%	2.1%
COc1ccc(-c2nc(C)ncc2-c2csc(C)n2)c(O)c1	-29%	5%	2%	0%	1.2%
CC1CCc2c(sc(NC(=O)CSc3nc4c(c(C(F)(F)F)n3)CCc3ccccc3-4)c2C(N)=O)C1 (centres undefined)	-5%	-10%	1%	-3%	i
O=C1CCN(Cc2ccccc2)C=C1c1cccc(O)c1	/	-5%	-8%	-8%	i
O=C(c1ccc(Cl)cc1)C(CN1CCCC1)c1ccccc1 (centres undefined)	11%	?	-5%	?	>25µM*
COc1ccc(-c2nc(SCC(=O)Nc3cccc(S(N)(=O)=O)c3)n[nH]2)cc1	/	/	-6%	/	4.8%
CCCCc1nnc(NC(=O)COc2ccc3c(C)cc(=O)oc3c2)s1	8%	0%	/	3%	/
N#CC1=C(N)SC(N)=C(C#N)C1c1ccc(C(F)(F)F)cc1	-5%	-15%	/	6%	/
O=C(CCCn1c(=S)[nH]c2cc3c(cc2c1=O)OCO3)NCc1cccc(Cl)c1	6%	-5%	-2%	-10%	i
CCOC(=O)NC(=O)COC(=O)c1cccc2ccccc12	-8%	78%	2%	5%	0.5%
COc1ccc(N2CCN(C(=O)CCS(=O)(=O)c3cccc4nsnc34)CC2)cc1	-5%	17%	26%	1%	i
CN(CCCCCCCCC(=O)/C=N/O)Cc1ccccc1	-6%	31%	-18%	-4%	i
Cc1cccc(OCCCC(=O)Nc2ccc(Br)cc2)c1	6%	24%	-2%	7%	0.3%
Cc1ccccc1S(=O)(=O)Oc1cccc2c(O)cccc12	-7%	-1%	-4%	3%	2.5%
CCC(C)NC(=O)c1cccc(C)c1 (centres undefined)	5%	-3%	-8%	3%	0.1%
CCCCCC(=O)NC(=S)NC1C2CC3CC(C2)CC1C3 (centres undefined)	15%	?	1%	0%	0.9%
Cc1cc(C)c2nc3nc(C)c(C)cc3c(N)c2c1	/	/	-3%	/	i
C=C(C)Cn1c(COc2ccccc2)nnc1SCC(=O)O	0%	4%	3%	-1%	2.2%

2 compounds picked at random from the list so far:
SMILES	PhoP GFP inhibition	M. tuberculosis	influenza NS1A	H37Rv inhibition	inhibitors of VEEV	others
CCCCc1nnc(NC(=O)COc2ccc3c(C)cc(=O)oc3c2)s1	8%	0%	/	3%	/
COc1ccc(N2CCN(C(=O)CCS(=O)(=O)c3cccc4nsnc34)CC2)cc1	-5%	17%	26%	1%	i

Compound activity: PubChem BioAssay, Southern Research Specialized Biocontainment Screening Center
